From PubChem
TSG101-PTAP inh – qHTS Assay for Iinhibitors of HIV-1 Budding by Blocking the Interaction of PTAP/TSG101 | Tumor susceptibility gene 101 protein (Homo sapiens), Q99816 | Fluorescence polarization, FITC-PTAP peptide / Tsg101 binding | Potency, µM (titrated, usually from 115 µM), for inactives: at the highest dose activity change, negative = inhibition, usual class: inhibitors | 340,000 tested, under 10 active; active = well fitted inhibition curve with a large enough effect in the main read-out, with a control signal flat, not every such curve was filed as active; inconclusive = small, poorly fitted or top-dose-only effect, or effect the other way, or a change in a side signal; inactive = no such curve, though single readings can be large or run the other way; also: potency is read from the fitted curve at half-maximal effect; % of control where 0% means no effect
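Fluorescence polarization binding of Tsg101 binding domain (10 uM final) to FITC-labeled PTAP peptide (50 nM final) in HEPES pH 7.5 buffer with NaCl, Tween 20, EDTA, TCEP. Compounds added before peptide; binding 20 min at RT.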
USP2a inh – qHTS Assay for Inhibitors of Ubiquitin-specific Protease USP2a Using CHOP2 as the Reporter; hit rate 0.01% among 330,000; Potency, µM (doses to about 38.3 µM), inactives show at the top dose activity change, negative = inhibition, actives largely listed as inhibitors; Ubiquitin carboxyl-terminal hydrolase 2 (Homo sapiens), O75604; USP2 core, Ub-CHOP2 coupled fluorogenic reporter, 485/531;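 also: potency is read from the fitted curve at half-maximal effect; plate controls were DMSO wells for no effect and full inhibition by NEM control for full effect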
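Deubiquitinase activity read as fluorescence (485/531 nm) after Ub-CHOP2 cleavage activates the enterokinase reporter on its substrate; USP2 core 10nM, Ub-CHOP2 and substrate 25nM each, 30min compound preincubation then 60min RT; data normalized to NEM, curves fitted.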
BRCA1 expr act – qHTS Assay to Identify Small Molecule Activators of BRCA1 Expression; MCF7-BRCA1-FFLuc reporter, luminescence, 48 h; response scale: scaled: vehicle 0%, 10 µM genistein 100%; Potency, µM (titrated, usually from 46.1 µM), for inactives: at the highest dose activation, usual class: activators; hit rate 1.1% among 380,000; AID 624202, 2012; also: potency is read from the fitted curve at half-maximal effect; nearly all actives have a fitted effect of over 80% in size; some results filed as inactive show a strong effect at the top dose
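Activators of BRCA1 expression were detected as increased firefly luciferase luminescence in engineered MCF7 cells after 48 h compound incubation. Signals were scaled to genistein 10 microM as full activation.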
uPA surface inh – qHTS for Inhibitors of Cell Surface uPA Generation; cell surface uPA generation assay, qHTS; Potency, µM (series often up to 38.3 µM), without a hit: top-dose activity change, negative = inhibition, actives largely listed as inhibitors; hit rate 0.31% among 330,000; active = well fitted inhibition curve with a large enough effect; inconclusive = small, poorly fitted or top-dose-only effect; inactive = no such curve, though single readings can be large or run the other way; tested in mouse RAW 264.7 cells; also: potency is read from the fitted curve at half-maximal effect; % is scaled to controls: 0 for no effect and ±100 for the full control effect; nearly all actives have a fitted effect of over 55% in size
p53 reactivation – qHTS assay for re-activators of p53 using a Luc reporter. Potency, µM (doses to about 92.2 µM), inactives show top-dose activity change, positive = activation, most hits filed as activators. hit rate 0.063% among 320,000. H1299 p53-A138V BP100-luciferase reporter, luminescence, 24 h. AID 504706, 2011; also: potency is read from the fitted curve at half-maximal effect; % of control where 0% means no effect; nearly all actives have a fitted effect of over 45% in size
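H1299 (p53-null), stable ts p53-A138V + BP100-Luc; 1000 cells/well, Opti-MEM/10% FBS; cpd 4 pt, 1:5; 24 h, 37 deg C, 5% CO2; detection reagent 10 min RT; luminescence.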
ELG1 genotoxic – qHTS screen for small molecules that induce genotoxicity in human embryonic kidney (HEK293T) cells expressing luciferase-tagged ELG1; Potency, µM (doses to about 46 µM), for the others: top-dose activity change, positive = activation, usual class: activators; HEK293T ELG1-luciferase reporter, luminescence, 16 h; hit rate 1.3% among 330,000; also: potency is read from the fitted curve at half-maximal effect; % of control where 0% means no effect; nearly all actives have a fitted effect of over 60% in size
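16 hr compound incubation (37 °C, 5% CO2) of HEK293T cells carrying luciferase-tagged ELG1; luciferase then measured by ONE-Glo luminescence after 30 min at RT.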
Eya2 phos inh – qHTS Assay for Inhibitors of the Phosphatase Activity of Eya2; recombinant Eya2, OMFP fluorescence dephosphorylation (OMFP is methylfluorescein phosphate); Potency, µM (doses to about 76.9 µM), for inactives: at the top dose activity, negative = inhibition, hits mostly inhibitors; hit rate 0.006% among 330,000; AID 488837, 2010; also: potency is read from the fitted curve at half-maximal effect; % is scaled to controls: 0 for no effect and ±100 for the full control effect
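Eya2 (0.2 uM) preincubated 10 min at ambient with compound, then OMFP substrate added at 50 uM; 10 min reaction in 50 mM HEPES pH 7.5, 50 mM NaCl, 5 uM MgCl2, 0.05% BSA, 1 mM DTT. Fluorescence read at Ex 485/Em 525 nm.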
S-ASM inh – Inhibitors of Secretory Acid Sphingomyelinase (S-ASM): qHTS | Sphingomyelin phosphodiesterase (Homo sapiens), P17405 | placental ASM, HMU-PC fluorogenic substrate, 60 min | Potency, µM (doses to about 57.5 µM), for the others: at the highest dose activity change, negative = inhibition, hits mostly inhibitors | hit rate 0.006% among 340,000 | AID 504937, 2011; also: potency is read from the fitted curve at half-maximal effect
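Fluorogenic HMU-PC substrate (9 uM final) is turned over by placental ASM in 60 min at 37 C after a 10 min compound preincubation. Reaction ended by alkaline stop (pH 10), with fluorescence read at 386/447 nm.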
B2AR arrestin – qHTS assay of beta-arrestin-biased ligands of beta2-adrenergic receptor; Beta-2 adrenergic receptor (Homo sapiens), P07550; beta-arrestin recruitment to beta2AR, cell-based reporter; Potency, µM (top dose mostly 46.1 µM), inactives show at the top dose activation, most hits filed as activators; hit rate 0.02% among 330,000;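 also: potency is read from the fitted curve at half-maximal effect; 0% = DMSO controls and full agonism = EC100 isoproterenol or metaproterenol; nearly all actives have a fitted effect of over 65% in size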
TRPV1 agonist – HTS Assay for Compounds that Act as Agonists of the Vanilloid Receptor 1 | Transient receptor potential cation channel subfamily V member 1 (Homo sapiens), Q8NER1 | TRPV1-expressing cells, Fluo-8 calcium influx, agonist mode | activation, % at 8.33 µM | hit rate 0.19% among 320,000 | AID 540275, 2011; in the data active = activation above about 80%; inconclusive = between about 30% and that limit; also: 0% is about no effect
Target sequence (Q8NER1 whole entry, looked up): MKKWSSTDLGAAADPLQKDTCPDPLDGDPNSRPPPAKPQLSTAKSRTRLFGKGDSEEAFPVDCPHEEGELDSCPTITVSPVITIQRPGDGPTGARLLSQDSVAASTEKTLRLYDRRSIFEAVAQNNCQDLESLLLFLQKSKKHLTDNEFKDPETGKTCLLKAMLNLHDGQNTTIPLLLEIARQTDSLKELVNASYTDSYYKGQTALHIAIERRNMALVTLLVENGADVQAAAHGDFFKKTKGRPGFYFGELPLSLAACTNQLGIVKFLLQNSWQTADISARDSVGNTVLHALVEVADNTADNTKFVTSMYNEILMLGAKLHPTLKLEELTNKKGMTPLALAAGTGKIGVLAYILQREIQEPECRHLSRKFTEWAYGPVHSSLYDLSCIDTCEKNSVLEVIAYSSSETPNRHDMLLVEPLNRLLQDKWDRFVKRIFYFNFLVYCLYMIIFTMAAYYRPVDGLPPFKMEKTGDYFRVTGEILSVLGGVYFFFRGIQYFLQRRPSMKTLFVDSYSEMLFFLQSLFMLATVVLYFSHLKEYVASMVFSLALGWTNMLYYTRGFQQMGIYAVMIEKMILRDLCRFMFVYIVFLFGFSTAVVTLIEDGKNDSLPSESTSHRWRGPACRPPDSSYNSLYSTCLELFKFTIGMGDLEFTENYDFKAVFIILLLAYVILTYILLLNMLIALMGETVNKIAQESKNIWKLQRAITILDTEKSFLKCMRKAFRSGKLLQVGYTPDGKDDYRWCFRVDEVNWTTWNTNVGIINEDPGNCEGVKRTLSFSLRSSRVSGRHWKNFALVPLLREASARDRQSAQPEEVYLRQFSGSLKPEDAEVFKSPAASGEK
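TRPV1-expressing cells were cultured overnight at 35.5C and loaded with Fluo-8 calcium dye for 40 to 90 min at room temperature. After a 10 s baseline, compound was added and calcium influx was read kinetically for 3 min (ex 480/em 520 nm).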
a7 integrin act – qHTS for Activators of Integrin-Mediated Alleviation for Muscular Dystrophy | Potency, µM (doses to about 38.3 µM), for inactives: at the top dose activation, hits mostly activators | AID 624291, 2012 | alpha7betagal myoblasts, beta-gal FDG fluorescence, 48 h | hit rate 0.064% among 350,000;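 also: potency is read from the fitted curve at half-maximal effect; 100% = response of the positive control SU9516; nearly all actives have a fitted effect of over 60% in size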
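Alpha7betagal+/- myoblasts (passage 13) were plated 16-24 hr, then exposed to compounds (1:260 dilution of DMSO stock) for 48 hours at 37C. After MPER lysis, β-galactosidase reporter activity was read as FDG fluorescence (ex 480/em 540) after 30 minutes.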
Active calls of the source: *; ? = inconclusive; . = no result given; [ ] = dose if it differs, or a comment. Unless noted, calls follow the shape of the dose curve; as a rule, active = well fitted curve in the direction sought with a large enough effect; inconclusive = small, poorly fitted or top-dose-only effect, or another doubt; inactive = no such curve, though single readings can be large; an effect the other way counts as inactive or inconclusive.

SMILES	TSG101-PTAP inh	USP2a inh	BRCA1 expr act	uPA surface inh	p53 reactivation	ELG1 genotoxic	Eya2 phos inh	S-ASM inh	B2AR arrestin	TRPV1 agonist	a7 integrin act
COc1ccc2c(COC(=O)CNC(=O)C34CC5CC(CC(C5)C3)C4)cc(=O)oc2c1	0.9%	-0.8%	-6.8%	-0.1%	0.5%	2.3%	-3.5%	.	-0.1%	6.6	-10.0%
COc1ccc(CCN(C)C(=O)Cn2c(=O)oc3ccccc32)cc1OC	-6.3%	1.6%	-16.5%	-3.1%	13.6%	3.7%	-6.8%	-3.6%	-0.4%	10.1	5.1%
COCCNC(=S)N1CCN(c2cccc(C(F)(F)F)c2)CC1	-1.9%	9.8%	-8.6%	-2.9%	2.3%	-8.6%	-4.0%	2.4%	0.1%	?	11.3%
COC(=O)c1ccc(CSC2=NC[C@@H]3[C@@H]4C(=O)N(C)C(=O)[C@@H]4[C@](Cc4ccccc4)(C(=O)OC)N23)cc1	0.0%	-1.9%	-11.0%	10.2%	-11.6%	5.4%	0.1%	-0.6%	0.1%	.	-4.5%
O=C(Nc1cc(C(F)(F)F)ccc1F)C1CCCCC1	-8.2%	0.6%	1.1%	.	-0.2%	-2.3%	-23.6%	-3.8%	0.2%	-0.3	6.1%
O=C(O)C1=C[C@H](C2CC2)C[C@H](OCCCCO)O1	0.6%	0.8%	-4.2%	11.7%	-3.0%	-0.7%	0.9%	0.2%	0.4%	-3.9	-12.9%
COc1ccc2c(c1OC)C(=O)OC2Nc1nc(-c2cc3cc([N+](=O)[O-])ccc3oc2=O)cs1 (centres undefined)	-3.8%	-1.0%	-5.1%	-0.5%	17.5%	1.6%	-26.8%	-8.0%	-0.8%	4.4	-13.5%
COCc1cc(C)nc(SCc2ccc(Cl)cc2)c1C#N	-1.1%	-8.7%	-13.8%	-1.8%	4.7%	-0.2%	-12.9%	-3.0%	-0.1%	1.6	-1.7%
O=C(Nc1cc(Cl)ccc1N1CCOCC1)c1ccc(N2CCCC2=O)cc1	-5.0%	-0.6%	-25.8%	0.2%	3.8%	-1.1%	-34.6%	1.3%	0.0%	2.7	18.3%
CS(=O)(=O)NCCSCc1ccco1	-1.9%	-0.9%	1.4%	4.0%	8.5%	3.7%	9.1%	2.7%	0.0%	0.0	-37.9%
Cc1ccc2c(CC(=O)NCCc3ccc(S(N)(=O)=O)cc3)coc2c1	-5.6%	9.6%	3.9%	-0.7%	-2.4%	-2.3%	0.1%	3.9%	-0.2%	8.5	6.1%
C=CCOC(=O)C1=C(C)NC(=O)NC1c1ccc(OCC)cc1 (centres undefined)	-2.6%	1.5%	-31.6%	-6.6%	2.1%	5.3%	-3.4%	-3.6%	-1.0%	0.8	-23.8%
CN(C)S(=O)(=O)c1ccc(Cl)c(NC(=O)CN2CCN(c3ccccn3)CC2)c1	-3.6%	0.1%	-27.0%	6.2%	-0.9%	-5.2%	17.2%	-2.9%	0.1%	4.7	-20.9%
CN1CCN(c2c(F)cc3c(=O)c(C(=O)O)cn4c3c2OCN4C)CC1	0.5%	1.9%	0.8%	9.7%	0.6%	0.0%	-0.7%	9.7%	0.4%	-1.9	0.0%
COc1ccc(S(=O)(=O)N2Cc3ccccc3CC2C(=O)Nc2nccs2)cc1 (centres undefined)	-4.0%	2.9%	0.6%	.	18.7%	12.4%	27.6%	-1.0%	-0.5%	3.2	27.1%
COc1ccc(NC(=O)CCC(=O)N(Cc2ccc(OC)c(OC)c2)c2nccs2)c(OC)c1	-5.0%	2.8%	-11.5%	-2.4%	-1.2%	0.7%	-6.4%	-0.7%	-0.1%	3.6	21.5%
CCC(=O)N1c2ccc(S(=O)(=O)NCc3ccccc3)cc2CC1C (centres undefined)	-9.8%	1.1%	24.8%	-6.3%	13.8%	0.2%[9.26 µM]	-9.4%	3.0%	-0.2%	5.4	38.8%
CCC(=O)N1CCc2cc(S(=O)(=O)CCC(=O)NCc3ccco3)ccc21	-4.7%	-4.5%	-1.8%	-10.1%	-1.9%	0.6%	-11.9%	-0.1%	0.3%	0.6	-2.0%
Cc1ncc([N+](=O)[O-])n1CC(=O)Nc1ccccc1F	-2.9%	-0.8%	1.7%	3.4%	9.8%	-1.1%	6.9%	-0.8%	-0.9%	-1.0	-14.0%
CC(=O)Nc1ccc(N2C(=O)CC(N3CCSCC3)C2=O)cc1 (centres undefined)	-6.2%	-0.4%	5.7%	6.5%	0.1%	0.0%	-2.8%	-0.9%	0.2%	0.1	-25.6%
N#CCC(=O)Nc1ccc(C(=O)OCC(=O)C23CC4CC(CC(C4)C2)C3)cc1	-10.1%	1.3%	-28.6%	5.2%	-1.1%	0.1%	13.3%	-2.2%	-0.4%	-1.4	-8.4%
O=P(Cc1ccncc1)(c1ccccc1)c1ccccc1	-0.2%	1.5%	1.5%	-3.8%	-3.6%	-6.1%	-4.8%	4.6%	0.2%	6.4	-11.7%
O=C(COC(=O)CN1C(=O)C2CCCCC2C1=O)Nc1c(Cl)cccc1Cl (centres undefined)	-3.3%	0.9%	18.9%	5.1%	-2.3%	4.3%	-15.4%	-0.7%	0.8%	-1.2	13.4%
CC(C)c1ccc(N2CCN(C(=O)c3ccccc3NC(=O)/C=C\C(=O)O)CC2)cc1	-2.7%	-1.2%	0.5%	5.0%	0.3%	1.7%	-12.1%	-1.3%	-1.0%	27.9	0.0%
COC(=O)[C@@]1(Cc2ccc(OC)cc2)[C@H]2c3cc(C(=O)N4CCCC4)n(Cc4ccc(OC)c(OC)c4)c3C[C@H]2CN1C(=O)c1ccccc1	.	-9.5%	.	.	8.5%	-1.5%	-0.5%	.	-0.8%	4.4	.
Cn1c(=O)c2ncn(CC(=O)NCCOCc3ccccc3Cl)c2n(C)c1=O	-4.3%	1.6%	-0.9%	2.9%	-6.9%	-0.6%	-5.3%	7.6%	-0.5%	1.2	23.5%
CCOC(=O)c1cnc2c(C#N)cnn2c1N	-0.5%	1.4%	-10.6%	6.4%	0.3%	0.9%	18.4%	8.1%	0.1%	-2.6	-7.6%
CCCn1c(SCC(=O)NNC(=O)c2ccc(C)cc2)nnc1C(C)C	-3.9%	1.3%	-11.5%	-9.9%	0.0%	1.7%	-13.9%	-0.5%	0.4%	-0.4	3.7%
CCOC(=O)C1CCN(C(=O)c2c(C)oc3c2C(=O)c2ccccc2C3=O)CC1	-1.2%	1.1%	-72.7%	?	-12.4%	-4.5%	-5.4%	0.4%	0.4%	11.2	-6.8%
CC1=CSC2=NS(=O)(=O)CCN12	-4.4%	1.3%	1.0%	3.2%	-0.4%	-1.6%	14.1%	1.7%	-0.2%	-4.7	?
CCN(CC(=O)Nc1c(F)cccc1F)C(=O)Cc1ccc(OC)c(S(=O)(=O)N2CCOCC2)c1	-5.5%	2.0%	-13.6%	-9.5%	-5.9%	-0.4%	2.5%	7.1%	-0.2%	-3.1	1.5%
O=C(NCCc1cccnc1)c1cc(COc2ccc(F)cc2F)on1	-3.6%	1.1%	8.8%	-8.6%	11.0%	-2.4%	0.3%	5.2%	-0.2%	?	-17.2%
O=c1c2ccccc2oc2cc(C#CC3(O)CCCCC3)ccc12	-1.6%	.	0.0%	4.47µM*	.	.	.	?	.	.	14.0%
COc1ccc(-n2nc(C(=O)NCC(=O)N3CCC(C)CC3)c3ccccc3c2=O)cc1	-1.6%	-4.1%	102.9%	-6.3%	?	4.6%	-8.2%	4.6%	0.2%	-0.5	11.4%

Looked up by structure from the entries so far (2):
SMILES	TSG101-PTAP inh	USP2a inh	BRCA1 expr act	uPA surface inh	p53 reactivation	ELG1 genotoxic	Eya2 phos inh	S-ASM inh	B2AR arrestin	TRPV1 agonist	a7 integrin act
CCN(CC(=O)Nc1c(F)cccc1F)C(=O)Cc1ccc(OC)c(S(=O)(=O)N2CCOCC2)c1	-5.5%	2.0%	-13.6%	-9.5%	-5.9%	-0.4%	2.5%	7.1%	-0.2%	-3.1	1.5%
O=c1c2ccccc2oc2cc(C#CC3(O)CCCCC3)ccc12	-1.6%	.	0.0%	4.47µM*	.	.	.	?	.	.	14.0%
